Bioassay records: PubChem BioAssay, Broad Institute
PAX8 reporter – inhibitors of PAX8-driven TPO luciferase reporter, primary screen, RMG-I cells, single concentration. 1.2% of 360,000 active. inhibition, % at 12.6 µM. AID 652154, 2013. SteadyGlo, 24 h;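 active = mean replicate inhibition at least 60% with every replicate also reaching 60%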;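 also: luciferase light reporting Pax8 driven TPO promoter activity; plate controls were median of neutral control wells for no effect and mitoxantrone controls for full effect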
Cneo AK release – Cryptococcus neoformans cell lysis inducers, primary screen, AK release luminescence, single concentration; AID 651654, 2012; lysis activity, % at 15 µM; 0.2% of 360,000 active; C. neoformans lysis, adenylate kinase release luminescence, 4 h; normalised: neutral wells 0, clomiphene wells 100;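 active = mean lysis activity across replicates of at least 80%, whatever share of replicates individually reach that level; inactive = mean lysis activity below 80%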
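Signal: Adenylate kinase release luminescence | Assay system: Log-phase Cryptococcus neoformans yeast cells | Input: Cells at 5 × 10^6 per mL | Buffer or medium: Fresh YPD growth medium | Compound: Single dose | Schedule: Static 4 h at 37 °C with compound, 1 h detection | Controls: Clomiphene | Read-out: Luminescence rise reflecting yeast cell lysis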
FN deposit inh – inhibitors of fibronectin matrix deposition, primary screen, AH1F cells, Alexa488-fibronectin fluorescence, plate reader. inhibition, % at 12.6 µM. 0.086% of 350,000 active. AH1F fibroblasts, overnight. AID 743247, 2014;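 active = mean inhibition across replicates of 30% or more, regardless of how many single replicates reach that level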;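 also: positive control wells lacked labelled fibronectin entirely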
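Material – AH1F fibroblast monolayer, labelled fibronectin deposition · Reagent – labelled fibronectin 24 nM · Timing – 1 h adhesion, overnight exposure · Measured by – fluorescence at 485 nm excitation, 525 nm emission · Read-out – inhibition of fibronectin deposition signal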
Casp6 inh – human caspase-6 inhibitors, primary screen, biochemical, VEID-R110 fluorescence, single point, set 2. P55212. purified caspase-6, Z-VEID-R110 cleavage fluorescence. inhibition, % at 12.5 µM. 0.53% of 350,000 active;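 active = mean inhibition across replicates at least about 35%, with every replicate also reaching that limit, limit read from the data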;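 also: 0% = median of neutral control wells and 100% = no fluorescence left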
Target sequence (P55212 24-179 limits assumed): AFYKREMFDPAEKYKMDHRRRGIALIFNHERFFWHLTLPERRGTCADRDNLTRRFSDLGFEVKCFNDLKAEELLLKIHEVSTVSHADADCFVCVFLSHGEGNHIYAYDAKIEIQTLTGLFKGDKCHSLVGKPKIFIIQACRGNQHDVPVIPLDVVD
Target sequence (P55212 194-293 limits assumed): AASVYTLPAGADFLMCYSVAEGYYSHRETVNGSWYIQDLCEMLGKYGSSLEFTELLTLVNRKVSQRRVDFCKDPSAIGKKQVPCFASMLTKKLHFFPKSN
PGC1a acetyl inh – inhibitors of PGC1a acetylation signal, primary screen, cell-based, U2OS, AlphaScreen, inhibitor mode; AlphaScreen anti-acetyl-lysine; with virally co-expressed GCN5 acetyltransferase; inhibition, % at 15.6 µM; 0.17% of 350,000 active;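 active = every replicate shows inhibition of at least 40%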;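 also: 0% = neutral control wells and 100% = positive control wells; some results beyond the cut were filed as inactive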
LGR2 inh – inhibitors of bursicon-induced LGR2 CRE-luciferase signal, primary screen, cell-based, HEK293, CRE-luciferase reporter, bursicon stimulation; Drosophila bursicon receptor LGR2 (rickets); bursicon-stimulated, 4 h; inhibition, % at 9.99 µM; 0.35% of 380,000 active; AID 720647, 2013;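 active = drop in luminescence signal, shown as inhibition above about 50% in the replicate tests, limit read from the data, passing the limit was not always enough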;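 also: agonist challenge used bursicon conditioned medium at about half maximal strength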
miR122 inh – miR-122 Renilla sensor signal increase in Huh7, primary screen, miR-122 inhibitor project, cell-based, single point, plate reader | Huh7 miR-122 Renilla luciferase sensor, 48 h; neutral wells = 0, positive control = 100 | 0.3% of 340,000 active | activation (reporter increase), % at 12.5 µM | AID 602342, 2012;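 active = mean replicate activation score at least 90 and every replicate individually at or above 90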;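 also: higher luciferase means less miR-122 activity so hits act as miR-122 inhibitors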
EWS-Fli block – EWS/Fli-driven NR0B1 reporter inhibitors, primary screen, A673 cells, NR0B1 luciferase, luminescence, MLPCN library. inhibition, % at 12.6 µM. 0.67% of 350,000 active. viability-normalised;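 active = mean inhibition of at least 50% after viability correction, with every replicate also passing that limit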;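 also: firefly luciferase signal divided by Alamar Blue viability fluorescence both relative to DMSO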
Active calls of the source: *; . = no result given; [ ] = dose if it differs, or a comment. Not a hit list. About 2.5% of those tested had a hit in this group.

SMILES	PAX8 reporter	Cneo AK release	FN deposit inh	Casp6 inh	PGC1a acetyl inh	LGR2 inh	miR122 inh	EWS-Fli block
Nc1[nH]n(-c2ccccc2)c(=O)c1N=Nc1ccc2ncsc2c1	-52	-2	2	2	2	-51	-6	-59
C=CCNC(=O)Nc1ccc2nc(C)sc2c1	-41	.	4	2	0	-22	.	-29
Cc1nnc(SCC(=O)NNC(=O)COc2ccc(Br)cc2)n1C	-11	1	13	0	.	3	.	2
COc1ccc(Nc2ncnc3ccc(C)cc23)cc1	-33	0	3	-3	.	.	7	10
CC1=NNC(=O)C1CCC(=O)N/N=C/C(Br)=C/c1ccccc1 (configuration not stated)	-3	.	10	2	.	.	.	-9
Cc1ccc(CN2CCN(Cc3cccn3-c3ccccn3)CC2CCO)cc1 (configuration not stated)	15	.	5	-1	.	-15	.	11
O=C(NCCc1ccccc1)c1cccc(NC(=O)C2CCCCC2)c1	-82	-2	-2	0	-10	-27	-3	-16
Cc1ccc(S(=O)(=O)N2CCOCC2)cc1C(=O)OCC(=O)Nc1ccc2[nH]c(=O)[nH]c2c1	0	.	.	0	-4	6	-1	-2
C/C(=N\NC(=O)c1nn(C)cc1Cl)c1ccncc1	-18	-4	1	.	0	1	-2	.
O=[N+]([O-])c1cc(/C=N/NC(=S)Nc2ccccc2Cl)ccc1Cl	4	13	6	1	-15	-3	-3	24
Cc1[nH]c2ccccc2c1N=Nc1c(C)n(C)n(-c2ccccc2)c1=O	27	.	11	5	.	-6	.	-1
CCCC[C@H]1COCCS(=O)(=O)N1Cc1ccc(Br)cc1	0	-3	7	3	-7	14	0	-1
O=C(CCSCc1cccc(Cl)c1)NC1CCCC1	-6	-3	1	.	11	-21	-1	.
COc1ccc2cc(S(=O)(=O)NC3CC(C)(C)NC(C)(C)C3)ccc2c1	22	0	.	-1	2	8	7	.
COc1ccc(NC(=O)C2C3C=CC4(CN(Cc5cccnc5)C(=O)C24)O3)c(OC)c1 (configuration not stated)	11	-1	10	.	-3	.	-4	.
C[C@@H]1CCCCO[C@H](CN(C)C(=O)Cc2ccccc2)[C@@H](C)CN([C@H](C)CO)C(=O)c2cc(NS(=O)(=O)c3ccc(F)cc3)ccc2O1	-28	.	.	0	0	8	.	25
O=C(C[C@@H]1C[C@H]2c3cc(NC(=O)c4ccc5c(c4)OCO5)ccc3O[C@H]2[C@@H](CO)O1)NCCc1ccccc1	-6	-3	.	-1	-13	-13	-4[16.7 µM]	0
CC1(C)CC(=O)C2=C(C1)OC(N)=C(C#N)C2c1ccc2c(c1)OCO2 (configuration not stated)	17	1	5	-1	1	3	-7	9
CC(C)n1cc(CN2CCN(CCc3ccccc3)C(CCO)C2)cn1 (configuration not stated)	-4	.	-7	-7	-3	20	5	5
O=C(N[C@@H]1CC[C@H](CCNC(=O)C2CC2)O[C@@H]1CO)c1ccncc1	.	-2	.	-1	22	-24	.	-1
COc1ccccc1S(=O)(=O)Cc1ccc(C(=O)NCc2ccc(C)cc2)o1	-5	.	-4	3	.	6	.	.
Cc1cc(NC(=O)[C@H](C)NC(=O)c2ccco2)ccc1Br	-10	-3	3	-1	1	-3	1	-4
C[C@H](CO)N1C[C@H](C)[C@@H](CN(C)S(=O)(=O)c2ccccc2)Oc2ccc(NC(=O)Cc3cn(C)c4ccccc34)cc2CC1=O	-2	-4	.	0	-11	5	6[16.7 µM]	15
C[C@H]1CN([C@@H](C)CO)C(=O)c2cc(NS(=O)(=O)c3ccc(F)cc3)ccc2O[C@@H]1CN(C)S(=O)(=O)c1ccc(F)cc1	-11	0	.	-1	-6	11	0[16.7 µM]	0
Cc1ccc(S(=O)(=O)N[C@H]2CC[C@H](CC(=O)N3CCC(Cc4ccccc4)CC3)O[C@H]2CO)cc1	5	-3	.	-1	-4	-4	.	10
N#C[C@@H]1[C@H](c2ccc(C3=CCCC3)cc2)[C@H](CO)N1C(=O)Cc1ccncc1	5	-1	20	2	-2	-10	.	-2
Cc1ccccc1NC(=O)NC1CCCCCCC1	.	2	1	-6	.	5	.	-12
O=C(CN(C(=O)c1ccco1)c1cccc(F)c1)NCc1ccc(F)cc1	6	1	-8	.	-2	.	-1	.
Cc1ccc(NC(=O)c2ccc(OCc3c(C)noc3C)cc2)cc1C	-9	-1	6	0	.	-14	.	-28
Cn1nnnc1Sc1ncnc2scc(-c3ccc(F)cc3)c12	108*	1	.	.	-21	.	-24	.
O=C(NCCS(=O)(=O)NCc1ccccn1)c1ccccc1	-9	1	4	0	-13	11	.	5
Cc1cc(C)cc(Nc2ncnc3nc[nH]c23)c1	-17	-9	-2	-2	-2	-20	6	-21
COc1ccccc1N1CCN(/N=C/c2ccc(C(=O)O)cc2)CC1	-42	-3	-11	-1	0	-47	-5	-44
CCOC(=O)C1(Cc2ccc(OC)cc2)CCN(C(=O)CCc2cccnc2)CC1	-15	.	1	-1	.	-19	.	0
CS(=O)(=O)Nc1ccc2c(c1)[C@H]1C[C@H](CC(=O)NCc3cc(F)ccc3F)O[C@@H](CO)[C@H]1O2	4	2	7	-2	-3	7	-1[16.7 µM]	7
Cc1ccc(S(=O)(=O)CC(=O)Nc2nc3ccccc3s2)cc1	4	.	-15	5	.	-14	-11	3
O=C(CN1c2ccccc2Sc2ccccc21)N/N=C/c1ccc(Cl)cc1	0	3	0	-7	-3	5	-9	11
CCOC(=O)CSc1nnc(CNC(=O)c2ccco2)n1C	.	0	-1	.	-17	11	-2	.
O=C(NC(=S)Nc1ccccc1C(F)(F)F)c1ccccc1F	-8	4	-20	-1	10	-20	-5	-39
O=C(c1cccnc1)N1C[C@@H]2[C@H](c3ccccc31)[C@H](CO)N2C(=O)Nc1ccc(F)cc1	-30	-1	.	-1	-4	11	50[16.7 µM]	-9

The last 7 entries of the part above lead into the next:
SMILES	PAX8 reporter	Cneo AK release	FN deposit inh	Casp6 inh	PGC1a acetyl inh	LGR2 inh	miR122 inh	EWS-Fli block
CCOC(=O)C1(Cc2ccc(OC)cc2)CCN(C(=O)CCc2cccnc2)CC1	-15	.	1	-1	.	-19	.	0
CS(=O)(=O)Nc1ccc2c(c1)[C@H]1C[C@H](CC(=O)NCc3cc(F)ccc3F)O[C@@H](CO)[C@H]1O2	4	2	7	-2	-3	7	-1[16.7 µM]	7
Cc1ccc(S(=O)(=O)CC(=O)Nc2nc3ccccc3s2)cc1	4	.	-15	5	.	-14	-11	3
O=C(CN1c2ccccc2Sc2ccccc21)N/N=C/c1ccc(Cl)cc1	0	3	0	-7	-3	5	-9	11
CCOC(=O)CSc1nnc(CNC(=O)c2ccco2)n1C	.	0	-1	.	-17	11	-2	.
O=C(NC(=S)Nc1ccccc1C(F)(F)F)c1ccccc1F	-8	4	-20	-1	10	-20	-5	-39
O=C(c1cccnc1)N1C[C@@H]2[C@H](c3ccccc31)[C@H](CO)N2C(=O)Nc1ccc(F)cc1	-30	-1	.	-1	-4	11	50[16.7 µM]	-9
CCOC(=O)c1c(N)sc(C(=O)Nc2ccccc2)c1C	-147	.	.	1	-3	22	.	-28
COc1cc(C=O)c(-c2c(C=O)cc(OC)c3c2OCO3)c2c1OCO2	17	-4	1	-1	15	33	-6	8
CC1(C(=O)NS(=O)(=O)c2ccc(F)cc2F)CCN1C(=O)C1(c2ccc(Cl)cc2)CC1 (configuration not stated)	-12	-8	12	0	.	-8	.	-7
O=C(C[C@H]1C[C@H]2c3cc(NC(=O)Nc4ccccc4F)ccc3O[C@H]2[C@@H](CO)O1)NC1CCCCC1	-9	23	.	-1	-6	11	0[16.7 µM]	8
CC1(C)Cc2c(cnn2-c2ccccc2)C(NC(=O)c2ccc[n+]([O-])c2)C1 (configuration not stated)	.	3	3	-4	.	-20	0	8
CCC(=O)N(C)C[C@H]1Oc2cc(C#Cc3ccccn3)ccc2S(=O)(=O)N([C@@H](C)CO)C[C@@H]1C	.	-2	5	-2	-25	-11	1[16.7 µM]	-4
COc1ccc(OC)c(NC(=O)CSc2nnc(CNC(=O)c3ccco3)o2)c1	3	0	6	.	52	.	5	.
O=C(NCCCCNC(=O)C(F)(F)F)C(F)(F)F	1	.	5	-167	-21	-7	.	-7
CN(C)c1ccc(S(=O)(=O)NCC(=O)OCC(=O)Nc2cc(Cl)cc(Cl)c2)cc1[N+](=O)[O-]	-3	.	2	0	.	.	-12	1
COc1ccc(NC(=O)N[C@@H]2CC[C@@H](CCNC(=O)c3ccccc3F)O[C@H]2CO)cc1	-14	-1	12	-1	6	-7	.	-6
Cc1ccccc1-c1ccc2c(c1)O[C@@H](CN(C)C(=O)C1CC1)[C@H](C)CN([C@@H](C)CO)S2(=O)=O	.	2	0	0	6	-1	.	41
COc1cc(C2=NOC(C(=O)Nc3ccc(C(C)=O)cc3)C2)cc(OC)c1OC (configuration not stated)	.	0	5	.	-2	.	-4	.
Cc1ccc(/C=N/NC(=O)CNC(=O)c2cccs2)cc1	-29	0	-2	5	.	-4	.	-18
CCOC(=O)c1c(C)[nH]c(C(=O)OCC(=O)Nc2cccnc2Cl)c1C	5	.	-2	1	-7	-8	-3	-3
C=CCn1c(CC(C)(C)C)nc2ccccc21	3	.	-10	0	.	19	.	16
CCN1CCN(CCCN(Cc2ccco2)C(=S)Nc2ccc(Cl)cc2)CC1	6	5	0	-15	-19	17	6	-6
COc1ccc(CN(C)C[C@H]2OCCCC[C@H](C)Oc3ccc(NS(=O)(=O)c4ccc(F)cc4)cc3C(=O)N([C@@H](C)CO)C[C@H]2C)cc1	2	0	4	1	-2	-22	-2[16.7 µM]	-2
CSc1nc(O)c(C(c2cccc([N+](=O)[O-])c2)c2c(O)nc(SC)[nH]c2=O)c(=O)[nH]1	11	.	3	2	1	-12	.	-3
CCCCC(=O)NNC(=S)NCc1ccccc1	-3	-2	.	-1	-16	-11	1	-7
CCNC(=O)C1(C)CCCN(C(=O)c2ccc3c(c2)C(C)(C)CCC3(C)C)C1 (configuration not stated)	21	1	-5	2	-7	17	0	17

An excerpt from above, limited to PAX8 reporter, FN deposit inh and EWS-Fli block.
Structure | PAX8 reporter | FN deposit inh | EWS-Fli block
Cc1nnc(SCC(=O)NNC(=O)COc2ccc(Br)cc2)n1C | -11 | 13 | 2
COc1ccc(Nc2ncnc3ccc(C)cc23)cc1 | -33 | 3 | 10
CC1=NNC(=O)C1CCC(=O)N/N=C/C(Br)=C/c1ccccc1 (configuration not stated) | -3 | 10 | -9
